From PubChem
FBPA Giardia inh = Giardia lamblia aldolase inhibition. A8B2U2. purified Giardia FBPA. Potency, µM (titrated, usually from 59.6 µM), for the others: top-dose activity, negative = inhibition, usual class: inhibitors. 0.71% of 290,000 active. AID 2451; further: potency means the concentration at half of the fitted maximal effect; on the % scale 0 is the no-effect control and ±100 the full control effect; nearly all actives have a fitted effect of over 55% in size
Target sequence (A8B2U2 whole entry, looked up): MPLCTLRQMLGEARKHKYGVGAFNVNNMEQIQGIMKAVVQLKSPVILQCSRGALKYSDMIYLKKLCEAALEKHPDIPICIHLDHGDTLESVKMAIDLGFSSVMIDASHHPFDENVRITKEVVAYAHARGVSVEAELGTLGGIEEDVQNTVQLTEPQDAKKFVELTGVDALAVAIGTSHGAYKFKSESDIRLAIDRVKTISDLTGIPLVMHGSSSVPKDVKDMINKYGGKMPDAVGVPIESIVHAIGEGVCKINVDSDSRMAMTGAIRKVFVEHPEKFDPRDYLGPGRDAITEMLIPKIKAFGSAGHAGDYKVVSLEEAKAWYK
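Giardia FBPA (40 nM reagent) was preincubated 10 min at RT with compound (up to 57.5 uM final), then substrate plus GAPDH/TPI/NAD/arsenate coupling system with diaphorase/resazurin was added; resorufin fluorescence (525/598 nm) was read after 20 min.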
Cycloheximide cs = affects cycloheximide protein synthesis inhibition readout, counter-screen | cell reporter, cycloheximide protein synthesis inhibition counterscreen | max response, % | 12% of 300,000 active | AID 2314; in the data active means max response mostly above about 13%, no sharp cut-off; inactive means mostly below about 14%; further: read at 38.3 µM for the half of the compounds with a filed dose; 0% is about no effect
Shiga inhibitor = blocks Shiga toxin action in Vero cells; Vero cells, Shiga toxin protein synthesis inhibition reporter; AID 2315; 9.2% of 290,000 active; inhibition, % at 38.7 µM; in the data active means inhibition mostly above about 28%, no sharp cut-off; inactive means mostly below about 43%; further: 0% is about no effect
Pf growth 48h = P. falciparum growth inhibition at 48 hours (one generation); P. falciparum luciferase growth in erythrocytes, 48 h; Potency, µM (series often up to 28.7 µM), for the others: top-dose activity change, negative = inhibition, hits mostly inhibitors; 5.9% of 310,000 active; AID 504832; further: potency means the concentration at half of the fitted maximal effect; on the % scale 0 is the no-effect control and ±100 the full control effect
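Here the parasites carry a stable luciferase gene and grow inside erythrocytes in Albumax-based RPMI medium with compound for one erythrocytic cycle. Activity is scored as loss of luminescent signal.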
HCV inh = blocks hepatitis C virus | Huh7.5.1 HCVcc-Cre infection, luciferase reporter, 44 h | Potency, µM (titrated, usually from 41.8 µM), for inactives: at the highest dose activity change, negative = inhibition, actives largely listed as inhibitors | 3.4% of 340,000 active | AID 651820; further: potency means the concentration at half of the fitted maximal effect; on the % scale 0 is the no-effect control and ±100 the full control effect
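Seed cells (1,000/well) for 4 h; treat with compound and infect with HCVcc-Cre, moi about 0.5. Incubate 44 h, then detect luciferase activity.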
Pf growth 96h = P. falciparum growth inhibition at 96 hours; P. falciparum luciferase reporter growth, 96 h; Potency, µM (titrated, usually from 28.7 µM), inactives show at the highest dose activity change, negative = inhibition, hits mostly inhibitors; 6.9% of 320,000 active; AID 504834; further: potency means the concentration at half of the fitted maximal effect; on the % scale 0 is the no-effect control and ±100 the full control effect
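Parasite growth measured via integrated firefly luciferase reporter in P. falciparum. Infected erythrocytes at 2% hematocrit, 0.05% parasitemia final were treated 96 hours at 37 C under 5% CO2, and luminescence was read.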
Active calls of the source: *; ? = inconclusive; · = no result given; & = joins results of further samples; [ ] = another dose, or the depositor's remark. Unless noted, the call rests on the fitted dose curve; in most records, active means well fitted curve in the direction sought with a large enough effect; inconclusive means small, poorly fitted or top-dose-only effect, or another doubt; inactive means no such curve, though single readings can be large; an effect the other way counts as inactive or inconclusive. Rows were taken by chance; 24% or so of the library scored in one or more.

SMILES	FBPA Giardia inh	Cycloheximide cs	Shiga inhibitor	Pf growth 48h	HCV inh	Pf growth 96h
CCCCc1nnc(NC(=O)Cc2ccc(OC)c(S(=O)(=O)N3CCOCC3)c2)s1	·	·	·	10.4µM*	3.0%	?
CCC(C)[C@H](NC(=O)Nc1ccc(C)cc1C)C(=O)O (stereo partly specified)	-2.9%	-1.4	57.0	9.5%	-0.9%	24.7%
CCC1Oc2ccccc2N(CC(=O)Nc2ccccc2OC)C1=O (stereo unspecified)	4.9%	2.5	40.8	-9.8%	4.8%	201.9%[activator]
COc1ccc(/C=N/Nc2cc(C)nc(-n3nc(C)cc3C)n2)cc1	5.8%	2.0	3.1	1.47µM*	?	?
CC1(C)Cn2c(nnc2-c2ccccc2)S1	-0.9%	-5.0	-6.1	·	12.6%	?
O=C(CN1C(=O)c2ccccc2C1=O)NCCOc1ccccc1	4.5%	1.5	5.4	11.8%	21.5%	22.2%
COc1ccc(OC)c(N2C(=O)NC(=O)/C(=C\c3ccc([N+](=O)[O-])s3)C2=O)c1	?	-2.4	-3.9	-13.5%	?	7.5%
O=C(NCc1ccc(/C=N\NC(=O)C(=O)Nc2ccccc2Br)o1)C(=O)Nc1ccccc1	-1.7%	12.7	-2.3	-5.3%	-0.2%	-16.3%
COc1cccc(C2C(C(=O)OC(C)C)=C(C)N=c3s/c(=C\c4ccc(C(=O)O)cc4)c(=O)n32)c1 (stereo unspecified)	11.8%	0.8	-12.4	?	-1.2%	?
CC(C)c1nc2n[nH]c(N)c2c2c1CSC(C)(C)C2	5.8%	10.8	15.2	?	-19.6%	·
CCc1cccc(NC(=O)CN(C)S(=O)(=O)c2cnc[nH]2)c1	-1.6%	-4.1	-4.2	27.1%	-0.5%	53.5%[activator]
O=C(NCc1cccnc1)c1ccc(CS(=O)(=O)c2ccc(Cl)cc2)o1	2.9%	-2.8	-4.3	-12.0%	-14.4%	0.8%
COc1ccccc1CNC(=O)CNC(=O)c1cn(-c2ccccc2OC)c(=O)c2ccccc12	-1.4%	-0.9	2.2	-22.1%	-2.3%	?
O=C(N/C(=C\c1ccc2c(c1)OCO2)C(=O)N1CCOCC1)c1ccccc1Br	7.1%	-2.9	-1.5	-4.4%	15.3%	2.0%
CCCCC(C(=O)NC1CCCC1)N(C(=O)c1snc(C(N)=O)c1N)c1ccc(C)cc1 (stereo unspecified)	3.8%	-2.4	-4.3	?	-15.3%	48.8%[activator]
CC1Cc2ccccc2N1C(=O)COC(=O)C1=COCCO1 (stereo unspecified)	1.1%	12.5	55.8	12.1%	11.4%	13.9%
CNC(=O)N(O)C1N(/N=C/c2cccnc2)C(=S)SC1(C)C (stereo unspecified)	-12.6%	5.1	-2.8	2.4%	6.0%	?
COc1ccc(CNC(=O)COC(=O)c2cccc(S(=O)(=O)N3CCOCC3)c2)cc1	·	·	·	-24.5%	2.6%	?
COc1cc(C2NC(=O)NC3=C2C(=O)OC3)cc(OC)c1OC (stereo unspecified)	4.3%	-4.0	-5.8	10.7%	13.8%	-5.1%
CC(C)Oc1ccc(C(CC(=O)O)NC(=O)C2CCCCC2)cc1 (stereo unspecified)	7.9%	-3.7	-5.5	-35.0%	24.4%	?
CCOCCCNC(=O)C(c1ccccc1)N(Cc1ccc2c(c1)OCO2)C(=O)CNC(C)=O (stereo unspecified)	4.5%	-1.8	-6.4	5.1%	5.9%&11.5%	53.9%[activator]
Cn1cccc1/C=N\NC(=O)C1COc2ccc(C(C)(C)C)cc2O1 (stereo unspecified)	·	12.2	20.5	-0.2%	5.7%	-1.5%
CN(C)CCCN(C(=O)c1ccco1)c1nc2ccc(Cl)cc2s1	-4.5%	-4.6	19.1	0.3%	25.1µM*	-16.0%
O=C(CSc1n[nH]c(-c2ccncc2)n1)c1cccc([N+](=O)[O-])c1	-7.0%	5.7	-15.4	-15.9%	0.6%	-11.7%
O=C(NC1CCCC1)C(c1ccccn1)N(C(=O)c1csnn1)c1ccc(F)cc1 (stereo unspecified)	6.1%	3.9	24.8	3.8%	4.0%	4.6%
O=C(NCc1ccc(F)cc1)c1ccc(S(=O)(=O)Nc2cccc(C(F)(F)F)c2)cc1	0.5%	5.7	-5.4	1.1%	?	25.2%
Cc1c(NC(=O)c2ccc(Cl)c(S(=O)(=O)N3CCOCC3)c2)c(=O)n(-c2ccccc2)n1C	-1.0%	-3.2	-15.3	8.6%	-10.2%	2.4%
Cc1cc2nc(C3CCCN(C(=S)Nc4ccccc4)C3)[nH]c2cc1C (stereo unspecified)	-1.9%	34.8*	58.7	-11.0%	?	1.1%
COc1ccc(NS(=O)(=O)c2cccc(C(=O)OCC(=O)NC3CC3)c2)cc1	·	-2.9	-14.8	-0.3%	1.5%	-8.9%
CC(=O)c1ccc(S(=O)(=O)Nc2ccc(-n3cnnn3)cc2)cc1	·	·	·	-9.8%	13.0%	4.5%
O=C(CSc1ccc(Cl)cc1)Nc1nnc(-c2ccco2)o1	·	·	·	1.4%	-12.9%[8.37 µM]	29.0%
Cc1cc(C(=O)OCC(=O)NC2CCCC2)c2ccccc2n1	·	·	·	15.3%	-3.7%	15.9%
COc1cccc(C(=O)N2CCN(C(=O)C3CCCO3)CC2)c1 (stereo unspecified)	·	·	·	8.3%	-9.2%	10.5%
O=C(NCCc1ccccn1)c1ccc(OC2CCN(Cc3ccccn3)CC2)cc1	·	83.1*	64.1*	-12.8%	-7.2%	6.7%
Cc1csc(=NC(=O)c2ccccc2)n1Cc1ccco1	9.8%	11.0	27.5	-0.1%	9.6%	26.4%
COc1ccc(Cc2nnc(SCC(=O)N3CCCC3)o2)cc1	1.4%	-1.3	4.3	-17.4%	6.7%	61.1%[activator]
CC1CCC(NC(=O)CN2C(=O)C3CCCN3c3ncc(Cl)cc32)CC1 (stereo unspecified)	-16.0%	-2.4	-1.4	3.7µM*	?	·
Cc1ccc(S(=O)(=O)N2CCOCC2)cc1C(=O)Nc1cccc(C(=O)NC2CC2)c1	·	·	·	-29.7%	-16.2%	-19.6%
CCOC(=O)C(NS(=O)(=O)c1ccccc1)(C(F)(F)F)P(=O)(OC(C)C)OC(C)C (stereo unspecified)	0.7%	1.6	-10.6	·	-12.7%	-23.5%
CCOc1ccc(-c2c(C(=O)N/N=C/c3ccco3)nnn2-c2nonc2N)cc1	·	-2.5	-2.1	-9.5%	-2.7%	43.1%[activator]
Cc1c(Cl)cccc1NC(=O)CN1CCC(C(O)(c2ccccc2)c2ccccc2)CC1	-0.4%	1.2	-0.8	2.2%	?	?
COc1cccc(N(Cc2nnc3n2CCCCC3)C(=O)Nc2ccccc2F)c1	7.6%	0.9	0.9	7.0%	23.5%	30.8%[activator]
Cc1cccc(C(=O)Nc2ccc(C(=O)N3CCCCC3C)cc2)c1 (stereo unspecified)	5.3%	23.6*	29.5	?	·	-14.9%
CCc1cccc(CC)c1NC(=O)COC(=O)c1ccc(F)c(S(=O)(=O)N(CC)CC)c1	5.1%	0.4	7.9	-17.8%	-1.9%	0.5%
CCC(Nc1ccc(OC)cc1)C(=O)N/N=C/c1ccc([N+](=O)[O-])cc1 (stereo unspecified)	-7.4%	-2.6	1.0	-18.9%	17.7%	-8.2%
O=C(CN1CCOCC1)OCCCC1CCCCC1	2.3%	-4.9	2.2	11.0%	18.2%	-3.2%
CCN1CCc2c(sc(NC(=O)C3CCCCC3)c2C(=O)OC)C1	17.8µM*	-3.7	-4.5	3.6%	-18.8%	?
CC(Sc1nnc(-c2ccccc2)c(-c2ccccc2)n1)C(=O)N1CCc2ccccc21 (stereo unspecified)	-14.0%	-0.9	1.7	-26.9%	?	7.38µM*
COc1ccccc1-c1cc(-c2ccccc2)nc(SCC(=O)O)c1C#N	13.7%	-0.7	-3.1	-2.9%	-10.4%	?
COc1ccc(CCNC(=O)c2ccc(C)s2)cc1OC	2.9%	1.1	19.6	-5.9%	-7.8%	18.1%
COc1ccc(CNC(=O)C(C)Sc2ccc(C)cc2)cc1 (stereo unspecified)	3.1%	-4.9	-8.3	16.3%	-10.3%	68.0%[activator]
O=C(NC(=S)Nc1ccc(NC(=O)c2cccs2)cc1)c1ccco1	-9.4%	7.8	11.5	1.65µM*	?	?
CC(=O)N1CCN(C(=O)c2ccc(NS(=O)(=O)c3cc(C)ccc3C)cc2)CC1	·	·	·	?	21.5%	0.5%
COc1ccc(OC)c(C2Nc3ccccc3NC3=C2C(=O)CC(C)(C)C3)c1 (stereo unspecified)	-7.2%	19.4*	33.2	18.7%	1.6%	4.15µM*
Clc1ccc2sc(C3CCNCC3)nc2c1	-12.1%	35.8*	56.2*	63.6%[activator]	?	153.8%[activator]
CC(C)CC(C(=O)Nc1oc(-c2ccco2)c(-c2ccco2)c1C#N)N1C(=O)c2ccccc2C1=O (stereo unspecified)	-26.6%	-1.4	-3.4	?	-5.2%	?
O=C(Oc1cccc([N+](=O)[O-])c1)C1CCN(C(=O)c2ccc(F)cc2)CC1	·	-1.5	-16.5	9.6%	·	-25.7%
COc1ccc(NC(=O)/C(C#N)=C\c2ccc(N3CCOCC3)o2)cc1	-4.7%	23.8*	60.7	-10.6%	?	2.5%
CCN1CCCC1CNC(=O)c1cc2c(-c3ccc(Cl)cc3)nn(C)c2s1 (stereo unspecified)	-2.9%	-1.4	-1.9	·	?	18.6%
CCCCC(=O)OCC(=O)Nc1cccc(S(=O)(=O)NC2=NCCCCC2)c1	3.2%	-1.5	-6.8	?	10.7%	-37.8%[5.75 µM]

Later entries.
SMILES	FBPA Giardia inh	Cycloheximide cs	Shiga inhibitor	Pf growth 48h	HCV inh	Pf growth 96h
Cc1cccc(N2CCN(C(=O)Cn3c(=O)[nH]c4ccsc4c3=O)CC2C)c1 (stereo unspecified)	6.8%	-7.2	-15.5	·	-13.9%	7.7%
COC(=O)c1sccc1NC(=O)COc1ccc(F)cc1Cl	0.7%	12.9	19.0	15.9%	4.0%	4.2%
CCOc1ccc(C2C(C(=O)c3ccco3)=C(O)C(=O)N2CCN2CCOCC2)cc1 (stereo unspecified)	?	25.6*	54.4*	17.5%	17.6%	31.7%[activator]
CCOC(=O)c1sc2nc(C)n(CC(=O)NCC3CCCO3)c(=O)c2c1C (stereo unspecified)	0.5%	7.5	-5.9	-7.5%	-2.2%	·
C=CCn1c(=S)[nH]c2sccc2c1=O	?	0.5	-9.9	26.8%	5.4%	4.3%
CN(C(=O)c1ccc(NC(=O)Cc2cccc(NC(=O)C3CCCN(C(=O)C4CCC4)C3)c2)cc1)C1CCCC1 (stereo unspecified)	·	·	·	11.7µM*	-7.0%	?
O=c1c2ccccc2nnn1COc1ccc(F)cc1Cl	-4.5%	40.6*	55.3*	211.3%[activator]	4.3%	126.1%[activator]
